# FN deposit inh: fibronectin deposition inhibition; AH1F fibroblasts, Alexa488-fibronectin deposition fluorescence, overnight; inhibition, % at 12.6 µM; 350,000 tested, 0.086% active;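 active = mean inhibition across replicates of 30% or more, regardless of how many single replicates reach that level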;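 also: positive control wells lacked labelled fibronectin entirely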
#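 Assay system: AH1F fibroblasts / Quantity: 10000 cells per well / Medium: DMEM plus 2% serum, read in PBS / Reagent: labelled fibronectin 24 nM / Dosing: single dose, pinned / Times: 1 h cell attachment, overnight exposure to compound and label / Signal: fluorescence, ex 485 nm, em 525 nm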
# EWS-Fli inh: blocks EWS/Fli oncoprotein-driven transcription; A673 NR0B1-luciferase reporter, viability-normalised; inhibition, % at 12.6 µM; 350,000 tested, 0.67% active; AID 651661;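 active = mean inhibition of at least 50% after viability correction, with every replicate also passing that limit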;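 also: firefly luciferase signal divided by Alamar Blue viability fluorescence both relative to DMSO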
# PAX8 reporter: PAX8 transcriptional activity inhibition. RMG-I TPO-luciferase reporter, SteadyGlo, 24 h. inhibition, % at 12.6 µM. 360,000 tested, 1.2% active;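 active = mean replicate inhibition at least 60% with every replicate also reaching 60%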;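 also: luciferase light reporting Pax8 driven TPO promoter activity; plate controls were median of neutral control wells for no effect and mitoxantrone controls for full effect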
# Cneo AK release: Cryptococcus neoformans lysis via adenylate kinase release | C. neoformans lysis, adenylate kinase release luminescence, 4 h; normalised: neutral wells 0, clomiphene wells 100 | lysis activity, % at 15 µM | 360,000 tested, 0.2% active;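 active = mean lysis activity across replicates of at least 80%, whatever share of replicates individually reach that level; inactive = mean lysis activity below 80%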
#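 read-out = cell lysis signal | test system = log-phase Cryptococcus neoformans yeast cells | input = cells at 5 × 10^6 per mL | medium = fresh YPD growth medium | signal = luminescent adenylate kinase detection reagent | timing = 4 h at 37 °C static, read 1 h later | dosing = single dose | controls = Clomiphene as positive lysis control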
# miR-122 sensor: blocks miR-122 activity in Huh7 sensor cells. Huh7 miR-122 Renilla luciferase sensor, 48 h; neutral wells = 0, positive control = 100. activation (reporter increase), % at 12.5 µM. 340,000 tested, 0.3% active. AID 602342;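 active = mean replicate activation score at least 90 and every replicate individually at or above 90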;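 also: higher luciferase means less miR-122 activity so hits act as miR-122 inhibitors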
# PGC1a acetyl inh: PGC1a acetylation modulation, inhibitor mode; inhibition, % at 15.6 µM; U2OS PGC1a acetylation, AlphaScreen anti-acetyl-lysine; with virally co-expressed GCN5 acetyltransferase; 350,000 tested, 0.17% active; AID 651687;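 active = every replicate shows inhibition of at least 40%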;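 also: 0% = neutral control wells and 100% = positive control wells; some results beyond the cut were filed as inactive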
# LGR2 inh: Drosophila LGR2 receptor signaling inhibition; HEK293 LGR2, CRE-luciferase, bursicon-stimulated, 4 h; inhibition, % at 9.99 µM; 380,000 tested, 0.35% active; AID 720647;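 active = drop in luminescence signal, shown as inhibition above about 50% in the replicate tests, limit read from the data, passing the limit was not always enough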;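 also: agonist challenge used bursicon conditioned medium at about half maximal strength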
# CASP6 VEID inh: caspase-6 (human) enzyme inhibition; P55212; purified caspase-6, Z-VEID-R110 cleavage fluorescence; inhibition, % at 12.5 µM; 350,000 tested, 0.53% active; AID 686996;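 active = mean inhibition across replicates at least about 35%, with every replicate also reaching that limit, limit read from the data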;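 also: 0% = median of neutral control wells and 100% = no fluorescence left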
# Target sequence (P55212 24-179 limits assumed): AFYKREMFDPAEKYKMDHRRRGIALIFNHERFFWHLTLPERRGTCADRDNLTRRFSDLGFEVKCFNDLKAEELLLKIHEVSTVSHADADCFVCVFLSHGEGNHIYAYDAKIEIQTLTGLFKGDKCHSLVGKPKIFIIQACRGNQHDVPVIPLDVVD
# Target sequence (P55212 194-293 limits assumed): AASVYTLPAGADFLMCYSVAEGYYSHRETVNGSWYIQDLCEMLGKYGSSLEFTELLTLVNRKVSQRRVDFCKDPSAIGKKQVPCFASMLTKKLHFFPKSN
# An asterisk follows results filed as active; / = not tested or not shown; & = joins results of further samples; ! = repeats disagree; [ ] = dose if it differs, or a comment.
SMILES,FN deposit inh,EWS-Fli inh,PAX8 reporter,Cneo AK release,miR-122 sensor,PGC1a acetyl inh,LGR2 inh,CASP6 VEID inh
O=C(CN1CCN(S(=O)(=O)c2ccccc2F)CC1)Nc1ccnn1C1CCCC1,2,6,-2,1,-6,10,5,0
COc1ccccc1-c1ccc2c(c1)[C@H]1[C@H](CCN1C(=O)C1CCC1)[C@@H](CO)N2,4,4,42,/,/,-6,-6,0
Cc1cc(=O)[nH]c(NC(=O)Cc2ccccc2)n1,0,0,-3,-2,11,/,-4,1
O=C(CC1CC1)N1CC2(C1)[C@H](c1ccccc1)[C@H](CO)N2Cc1cccc(F)c1,/,-1,8,/,/,-6,0,-1
CS(=O)(=O)c1ccc(C(=O)N(CCc2ccccc2)Cc2ccccc2)cc1,-1,3,-1,-1,5,/,-3,-1
CC(O)c1nc2c(c(=O)n(C)c(=O)n2C)n1C (centres undefined),9,-12,15,0,0,4,-5,0
O=C1CCCCC1Nc1ccc([N+](=O)[O-])cc1 (centres undefined),7,-6,4,/,/,/,1,2
Cc1ccc(CN(C)C(=O)COC(=O)CSc2cc(C)c3ccccc3n2)cc1,-3,3,-2,2,/,/,1,4
COc1ccc(-n2c(C)nnc2SCC(=O)N2C(C)CCCC2C)cc1 (centres undefined),/,-1,/,0,-8,15,-12,-5
C=C[C@@H]1c2ccccc2N(S(=O)(=O)c2ccc(C)cc2)[C@H](c2ccccc2)C1(C#N)C#N,1,18,45,-2,-7,7,3,-2
CCCC(=O)Nc1ccc2c(c1)C(=O)N(C)[C@H]1CC[C@H](CC(=O)NCC3CCCCC3)O[C@@H]1CO2,1,-6,-10,-4,3[16.7 µM],-7,7,1
C[C@@H]1CN([C@@H](C)CO)S(=O)(=O)c2ccc(Br)cc2O[C@@H]1CN(C)Cc1ccccc1,/,8,2,-1,2[16.7 µM],-24,14,2
CCCC(=O)Nc1ccc2c(c1)C(=O)N(C)[C@@H]1CC[C@H](CC(=O)NCCc3ccccc3)O[C@H]1CO2,-10,-6,-3,-2,13[16.7 µM],1,-14,/
CC1CCCC(C)N1C(=O)CN1c2cccc3cccc(c23)S1(=O)=O (centres undefined),6,-6,12,0,1,-7,1,3
C[C@@H]1CCCCO[C@@H](CN(C)C)[C@H](C)CN([C@@H](C)CO)C(=O)c2cc(NS(C)(=O)=O)ccc2O1,-1,0,-11,-5,2[16.7 µM],-3,-5,-5
CC(=O)c1ccc(OCCCC(=O)Nc2ccc(C)c(S(=O)(=O)N3CCCCC3)c2)cc1,-4,9,24,/,-1,-3,-8,-1
Cn1c(=O)n(CC#N)c2ccccc21,3,/,-14,-2,-4,-6,/,/
C=CCNC(=O)c1cc2c(=O)n3ccccc3nc2s1,-12,-34,-100,-7,/,-1,-20,8
C=CCNc1nc(C(=O)OCC(=O)c2ccc(C)c([N+](=O)[O-])c2)cs1,/,4,-6,1,-1,0,-12,1
C[C@H]1CN([C@@H](C)CO)C(=O)c2cc(NS(=O)(=O)c3ccccc3)ccc2O[C@@H]1CN(C)CC1CC1,/,-5,5,-59,-4[16.7 µM],/,24,0
COc1cccc(C2CC(c3ccc(Cl)cc3Cl)Nc3nc(N)nn32)c1 (centres undefined),/,/,/,2,-5,12,-4,/
O=C(CCc1nnc(C2CCCCC2)o1)NCCCOc1cccnc1,/,3,6,/,/,/,1,-1
CSc1nc2sc3c(c2c(=O)[nH]1)CCC(C)C3 (centres undefined),9,/,/,0,/,32,8,-4
COc1ccccc1-c1cnc2c(c1)C(=O)N([C@@H](C)CO)C[C@@H](C)[C@@H](CN(C)Cc1cncnc1)O2,/,-15,/,-1,1[16.7 µM],-1,0,1
Cc1noc(C)c1NC(=O)Nc1ccc2c(c1)C(=O)N([C@H](C)CO)C[C@@H](C)[C@H](CN(C)S(=O)(=O)c1ccccc1)OCCCC[C@@H](C)O2,5,0,-7,2,2[16.7 µM],-8,0,2

# In another format: results already given.
smiles	FN deposit inh	EWS-Fli inh	PAX8 reporter	Cneo AK release	miR-122 sensor	PGC1a acetyl inh	LGR2 inh	CASP6 VEID inh
COc1ccccc1-c1ccc2c(c1)[C@H]1[C@H](CCN1C(=O)C1CCC1)[C@@H](CO)N2	4	4	42	/	/	-6	-6	0
Cc1cc(=O)[nH]c(NC(=O)Cc2ccccc2)n1	0	0	-3	-2	11	/	-4	1
O=C(CC1CC1)N1CC2(C1)[C@H](c1ccccc1)[C@H](CO)N2Cc1cccc(F)c1	/	-1	8	/	/	-6	0	-1

# Later entries:
SMILES,FN deposit inh,EWS-Fli inh,PAX8 reporter,Cneo AK release,miR-122 sensor,PGC1a acetyl inh,LGR2 inh,CASP6 VEID inh
CCCSc1nnc(-c2cccc(S(=O)(=O)N(C)C)c2)n1-c1cc(OC)ccc1OC,8,/,/,7,/,-9,0,/
O=S(=O)(c1ccccc1)N1CCN(S(=O)(=O)c2ccccc2)c2ccccc21,-24,-48,4,0,-5,-17,16,-3
COc1ccc(/C=N/S(=O)(=O)c2cccs2)cc1,-10,/,/,-1,-1,13,/,/
COc1ccccc1NC(=O)/C=C/C(N)=O,/,8,/,-2,-6,-4,24,2
COC(CNC(=O)c1c[nH]c2ccc(S(=O)(=O)N(C)c3ccc(F)cc3)cc2c1=O)OC,-11,13,18,-1,/,-4,21,/
CC(C)S(=O)(=O)N1CCCC(c2cc(C(=O)Nc3ccc(F)c(Cl)c3)no2)C1 (centres undefined),6,-44,-97,-3,-6,-10,-105,-2
CCCNC(=O)C[C@H]1CC[C@H]2[C@H](COc3ccc(NC(=O)CCC)cc3C(=O)N2C)O1,-5,-5,-10,0,13[16.7 µM],-3,-8,1
CCc1cc(=O)oc2cc(C)cc(OC(=O)c3ccco3)c12,15,/,/,0,3,20,/,/
CC(=O)N(C(C)=O)c1ncn(C)c1S(=O)(=O)Nc1ccccc1,-3,5,0,-1,-4,/,6,-3
O=S1(=O)CCN(Cc2csc(-c3cccs3)n2)CC1,-4,-39,-74,/,/,/,-18,-2
CN(C)c1ccc(CNC23CN4CN(CN(C4)C2)C3)cc1,-4,/,12,1,-6,7,/,/
O=C(C[C@H]1CC[C@@H](NC(=O)Nc2ccc(F)cc2)[C@H](CO)O1)NCCN1CCCC1,-4,8,-3,4,/,-30,-15,0
O=C(NCc1nc2ccccc2[nH]1)C1=C[C@H](C2CC2)C[C@H](OCc2ccc(CO)cc2)O1,7,6&16,2&3,81*!,-10,4&-3,-4,12&-1
O=C(C[C@@H]1CC[C@@H]2[C@H](COC[C@H](O)CN2S(=O)(=O)c2ccccc2)O1)NCc1ccc2c(c1)OCO2,-3,-2,0,2,-1[16.7 µM],-1,10,-2
O=C1C=C(c2cccc3c2oc2ccccc23)C[C@@H](c2ccc(F)cc2)C1,3,5,3,-1,3,/,0,-3
O=C(O)c1ccc(CSc2nnc(-c3ccco3)o2)cc1,-9,1,0,-3,-3,/,15,6
C[C@H](NC(=O)C[C@@H]1C[C@H]2c3cc(N(C)C)ccc3O[C@H]2[C@H](CO)O1)c1ccccc1,/,0,11,18,-3[16.7 µM],0,-1,-1
CC(=O)N(C)C[C@H]1OCc2ccccc2-c2c(n(C)c3ccccc23)C(=O)N([C@@H](C)CO)C[C@@H]1C,0,1,/,3,/,4,-12,0
COc1cc(OC)c(CN2CCC(CO)(CCOc3ccccc3)CC2)c(OC)c1,1,8,20,/,/,/,-15,0
Cc1cc(-c2ccc(S(=O)(=O)NCc3ccc(F)cc3)cc2)on1,0,-1,5,-1,19,2,7,0
Cc1ccc(S(=O)(=O)N2CCOCC2)cc1C(=O)OCC(=O)NC1CCS(=O)(=O)C1 (centres undefined),2,2,7,1,2,/,/,5
Cc1noc(C)c1NC(=O)Nc1cccc2c1O[C@H](CN(C)S(=O)(=O)c1cn(C)cn1)[C@H](C)CN([C@H](C)CO)C2=O,/,-2,/,96*,11[16.7 µM],8,/,-6
CN(c1ccc(OCC(=O)OCC(=O)Nc2ccccc2)cc1)S(=O)(=O)c1ccc(F)cc1,3,/,9,1,/,/,-22,/
Cn1c(=O)c2sccc2n2c(CCCC(=O)NCc3ccc4c(c3)OCO4)nnc12,-17,/,8,-3,-13,/,/,/
Cc1nn(-c2ccccc2)c(C)c1C(=O)OCC(=O)Nc1ccc(C(N)=O)cc1,-7,-6,9,-4,-2,-3,-7,0

# Other records follow.
SMILES,FN deposit inh,EWS-Fli inh,PAX8 reporter,Cneo AK release,miR-122 sensor,PGC1a acetyl inh,LGR2 inh,CASP6 VEID inh
O=C(N[C@@H]1CC[C@H](CCn2cc(C3(O)CCCC3)nn2)O[C@H]1CO)C1CCOCC1,2,-4,-3,-3,/,-10,12,2
O=C(NCCc1ccc2c(c1)OCCO2)c1cc(F)cc(F)c1,-8,/,-29,-2,-9,-1,4,/
O=S(=O)(CCNCc1cccs1)c1ccc(Cl)cc1,2,11,6,-1,-9,6,/,-4
S=C(Nc1ccccc1)Nc1ccc(Br)cc1,6,-7,-9,3,2,-4,-43,-1
C[C@H](CO)N1C[C@H](C)[C@H](CN(C)Cc2ccccc2)Oc2c(NC(=O)Nc3ccccc3)cccc2C1=O,/,-9,-17,-2,33[16.7 µM],-6,4,-1
O=C(Nc1ccccc1)NC1CCN(Cc2nnnn2C2CCCCC2)CC1,6,/,/,-2,-7,1,/,/
CCC(C)NC(=O)COC(=O)c1oc2ccccc2c1CSc1ccc(Cl)cc1 (centres undefined),22,1,14,/,/,/,7,-3
COc1ccc(S(=O)(=O)N2CCN(CC(=O)Nc3cccc(OC)c3)CC2)cc1,-12,/,-7,12,/,1,-10,3
CC(=O)N1CC2(C1)[C@H](c1ccccc1)[C@@H](CO)N2C(=O)c1cnccn1,-7,-2,10,/,/,9,4,-5
Cc1ccccc1NC(=O)Cc1nnc(SCC(=O)NC2CCCC2)n1C,1,6,3,3,-1,/,-1,1
COc1ccc(C(=O)Nc2ccc(/C(C)=N/NC(=O)c3ccccc3O)cc2)cc1OC,2,-20,31,0,0,2,-17,-2
CCn1c2ccc(CC(=O)O)cc2c2cc(CC(=O)O)ccc21,7,/,/,2,-4,5,/,/
O=C(O)c1ccc(NCCc2ccc(Cl)cc2)c([N+](=O)[O-])c1,8,-5,-15,/,0,-19,15,1
CCc1nc(N2CCN(C(=O)c3ccccc3)CC2)c2c3c(sc2n1)CCCC3,9,8,11,2,0,-1,29,1
CC(C)NC(=O)N1[C@H](CO)[C@@H]2c3ccccc3N(C(=O)C3CCCCC3)C[C@@H]21,3,4,1,-3,-20[16.7 µM],-8,11,-3
Cc1noc(NC(=O)c2c(-c3c(Cl)cccc3Cl)noc2C)c1[N+](=O)[O-],1,10,-11,3,-3,35,-5,1
C/C(=N/NC(=O)c1ccoc1C)c1ccc(NC(=O)C2CCCC2)cc1,5,13,-13,/,/,/,/,-4
C[C@@H]1CN([C@H](C)CO)C(=O)c2cc(C#CC(C)(C)O)cnc2O[C@H]1CN(C)C(=O)CC1CC1,-8,-9,/,-1,-6[16.7 µM],6,14,-3
OC[C@@H]1[C@@H](c2ccc(C#Cc3cccnc3)cc2)[C@@H]2CN(Cc3ccccc3F)CCCCN12,/,23,1,50,-2[16.7 µM],-6,-10,-1
CNC[C@@H]1Oc2c(NS(=O)(=O)c3cn(C)cn3)cccc2C(=O)N([C@@H](C)CO)C[C@H]1C,-4,6,-17,5,0[16.7 µM],2,18,2
COc1cc(CN2CCC(C(=O)NCCC(C)C)CC2)ccc1OCc1ccccc1,-8,-69,-54,0,0,-50,-43,1
COc1ccc(NC(=O)c2cc(S(=O)(=O)N3CCOCC3)cn2C)cc1Cl,12,14,11,-1,-1,-9,-11,1

# Source: PubChem BioAssay (Broad Institute)
